C2C12 statin: protects C2C12 myotubes from simvastatin toxicity. rescue of ATP level, % at 7.49 µM. ATP luminescence, 48 h; scaled: DMSO 0, geranylgeraniol control 100. actives 0.78% (n = 330,000);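 active = mean ATP rescue above about 67%, or every replicate alone reaching that limit, limit read from the data, passing the limit was not always enough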;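 note: myotubes were challenged with 10 µM simvastatin during compound exposure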
miR122 inh: miR-122 inhibition in Huh7 cells | actives 0.3% (n = 340,000) | AID 602342 | Huh7 miR-122 Renilla luciferase sensor, 48 h; neutral wells = 0, positive control = 100 | activation (reporter increase), % at 12.5 µM;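 active = mean replicate activation score at least 90 and every replicate individually at or above 90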;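 note: higher luciferase means less miR-122 activity so hits act as miR-122 inhibitors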
CFTR F508del cor: correctors of CFTR F508del function in bronchial epithelial cells; CFBE cells, YFP halide quenching; stimulated with forskolin plus potentiator P3; % fluorescence drop versus neutral controls; activity (quench increase), % at 7.58 µM; actives 0.36% (n = 350,000); AID 720511;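 active = mean added fluorescence quench of at least 8% versus neutral control, with both replicates also reaching 8%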;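 note: cells transiently co-express mutant CFTR-F508del with the halide-sensitive YFP; corrector assay measuring rescue of mutant channel to the surface after 24 h compound exposure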
PglD DTNB: blocks C. jejuni PglD acetyltransferase activity; actives 0.098% (n = 360,000); inhibition, % at 12.5 µM; purified PglD enzyme, DTNB colorimetric CoA detection; in the data active = inhibition above about 16%, passing the limit was not always enough; note: strong numbers were not always called active
FN deposition inh: fibronectin deposition inhibition; AID 743247; AH1F fibroblasts, Alexa488-fibronectin deposition fluorescence, overnight; actives 0.086% (n = 350,000); inhibition, % at 12.6 µM;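 active = mean inhibition across replicates of 30% or more, regardless of how many single replicates reach that level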;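 note: positive control wells lacked labelled fibronectin entirely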
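Measured by – fluorescence 485/525 nm · System – AH1F fibroblast monolayer, labelled fibronectin deposition · Amount – 10000 cells per well · Buffer or medium – serum-reduced DMEM (2% serum) · Doses – single dose, pinned · Also added – fluorescent fibronectin at 24 nM final · Schedule – 1 h cell attachment, overnight exposure to compound and label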
PGC1a acetyl inh: lowers PGC1a acetylation signal in U2OS cells; inhibition, % at 15.6 µM; actives 0.17% (n = 350,000); AID 651687; AlphaScreen anti-acetyl-lysine; with virally co-expressed GCN5 acetyltransferase;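 active = every replicate shows inhibition of at least 40%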;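 note: 0% = neutral control wells and 100% = positive control wells; some results beyond the cut were filed as inactive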
INS-1E GSIS act: primary screen for activators of insulin secretion dependent on glucose, INS-1E cells, GLuc reporter luminescence | INS-1E GLuc reporter insulin secretion, 2-3 h | activation, % at 16.6 µM | actives 0.61% (n = 370,000) | AID 743287;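 active = lowest replicate activation of at least 40%, so every replicate reaches that level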;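 note: 0% = median of neutral control wells and 100% = median of IBMX positive control wells; some compounds called inactive have numbers as strong as hits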
Cneo AK release: Cryptococcus neoformans lysis via adenylate kinase release. C. neoformans lysis, adenylate kinase release luminescence, 4 h; normalised: neutral wells 0, clomiphene wells 100. lysis activity, % at 15 µM. actives 0.2% (n = 360,000). AID 651654;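 active = mean lysis activity across replicates of at least 80%, whatever share of replicates individually reach that level; inactive = mean lysis activity below 80%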
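Material – log-phase Cryptococcus neoformans yeast cells · Input – 5 × 10^6 yeast cells/mL · Medium – fresh YPD growth medium · Doses – single compound concentration per well · Timing – static 4 h at 37 °C with compound, 1 h detection · Detection – adenylate kinase release luminescence · Read-out – signal increase indicating cell lysis · Control set – Clomiphene as positive lysis control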
* hit, by the source's call; / = no result given; [ ] = remark or other dose.

[1] COc1cc([N+](=O)[O-])c(OC)cc1SCc1n[nH]c(=S)n1-c1ccc(F)cc1
[2] Cc1cc2oc(=O)cc(CN3CCCCCCC3)c2cc1Cl
[3] Cc1sc2ncn(CC(=O)NCC(=O)N3CCN(c4ccccc4F)CC3)c(=O)c2c1C
[4] C[C@@H]1CN([C@@H](C)CO)C(=O)Cc2cc(NS(=O)(=O)c3cn(C)cn3)ccc2O[C@@H]1CN(C)Cc1ccccc1
[5] CCc1ccc(N(C(=O)c2ccoc2C)C(C(=O)NC2CCCC2)c2ccc(OC)cc2)cc1 (stereo unspecified)
[6] CCOCCc1nnc(NC(=O)c2cccc(F)c2)s1
assay / entry	1	2	3	4	5	6
miR122 inh	5	-5	6	9[16.7 µM]	3	4
PGC1a acetyl inh	8	-19	2	/	-19	4
C2C12 statin	-8	-8	8	8	10	13
INS-1E GSIS act	1	-6	5	5	/	2
Cneo AK release	-1	-2	0	-6	0	-2
PglD DTNB	-9	1	-4	6	3	6
CFTR F508del cor	0.8	-2.8	-1.2	-0.8	/	/
FN deposition inh	-1	-3	2	/	/	/

[7] COCc1cc(=O)n2[nH]c(-c3cccc(Br)c3)cc2n1
[8] CCCC#Cc1ccc2c(c1)O[C@H](CN(C)Cc1ccc3c(c1)OCO3)[C@H](C)CN([C@H](C)CO)S2(=O)=O
[9] Cc1onc(-c2ccccc2)c1C(=O)N/N=C/c1ccco1
[10] Cc1ccsc1C(=O)N1CC(=O)Nc2ccccc21
[11] Nc1scc2c(C(=O)N/N=C/c3ccc(Cl)cc3)nn(-c3ccccc3)c(=O)c12
[12] Cc1ccc(NC(=O)CS(=O)CC(=O)NC2CCN(Cc3ccccc3)CC2)c(C)c1 (stereo unspecified)
assay / entry	7	8	9	10	11	12
miR122 inh	3	12[16.7 µM]	/	-6	3	6
PGC1a acetyl inh	-2	-23	3	9	/	-4
C2C12 statin	-51	0	5	11	/	/
INS-1E GSIS act	-12	-19	17	/	/	6
Cneo AK release	10	14	/	-1	-1	/
PglD DTNB	1	5	/	2	2	/
CFTR F508del cor	/	1.7	-1.2	/	/	/
FN deposition inh	/	9	4	/	6	3

[13] COc1ccc(C2CC(C(F)(F)F)n3ncc(C(=O)O)c3N2)cc1OC (stereo unspecified)
[14] CCCCCCNS(=O)(=O)c1ccccc1Br
[15] CO/N=C/c1cn(-c2ccc(Cl)cc2)nn1
[16] C[C@H]1CN([C@@H](C)CO)S(=O)(=O)c2ccc(C#Cc3ccccn3)cc2O[C@H]1CN(C)C
[17] OC(c1ccccc1)C(NCCNCc1ccccc1)c1ccccc1 (stereo unspecified)
[18] O=C(CCn1c(=O)oc2ccccc21)N1CCN(c2ccccc2F)CC1
assay / entry	13	14	15	16	17	18
miR122 inh	-5	47	/	14[16.7 µM]	-5	-13
PGC1a acetyl inh	-2	-27	-4	-9	-5	/
C2C12 statin	3	-13	/	21	0	15
INS-1E GSIS act	/	-38	0	31	/	/
Cneo AK release	1	0	/	-5	0	-3
PglD DTNB	-5	10	/	9	2	-8
CFTR F508del cor	/	-2.5	-1.3	1.3	-2.7	/
FN deposition inh	/	4	2	-9	-19	0

[19] C[C@H](NC(=O)C[C@H]1C[C@H]2c3cc(NC(=O)Cc4ccncc4)ccc3O[C@H]2[C@H](CO)O1)c1ccccc1
[20] COc1ccc(C(=O)Nc2nc3ccccc3s2)cc1OC
[21] COc1cccc(C(=O)Cn2c(=O)n(CC3CCCO3)c(=O)c3ccccc32)c1 (stereo unspecified)
[22] CCc1sc(C(=O)NC2CCN(C)CC2)cc1Br
[23] C[C@H]1CN([C@@H](C)CO)C(=O)c2cc(NS(=O)(=O)c3ccc(Cl)cc3)ccc2O[C@H]1CN(C)Cc1ccc(C(=O)Nc2ccccc2N)cc1
[24] COc1ccc(CN2CCNC(=O)C2CC(=O)NC2CCCCC2)c(OC)c1 (stereo unspecified)
assay / entry	19	20	21	22	23	24
miR122 inh	5[16.7 µM]	2	5	2	45[16.7 µM]	/
PGC1a acetyl inh	-7	-11	-4	7	3	/
C2C12 statin	2	9	/	/	49	/
INS-1E GSIS act	3	-7	/	15	6	-10
Cneo AK release	-3	-4	-1	/	0	0
PglD DTNB	0	-7	4	/	8	-5
CFTR F508del cor	-0.9	-1.7	/	/	0.3	1.0
FN deposition inh	/	-6	/	2	/	-3

[25] Cc1cc(C)cc(NC(=O)C(OC(=O)c2ccc(NC(=O)CC#N)cc2)c2ccccc2)c1 (stereo unspecified)
[26] COCCCN1C(=O)C(CC(=O)NC(c2ccccc2)c2ccccc2)CC(C(=O)N(C(C)C)C(C)C)=C1C (stereo unspecified)
[27] O=C(CC(F)(F)F)N1C[C@@H]2[C@H](c3ccccc31)[C@H](CO)N2C(=O)c1cccnc1
[28] CC(=O)Nc1ccc(Nc2nc3ccccc3nc2NS(=O)(=O)c2ccccc2)cc1
[29] CCOC(=O)c1sc(N/N=C/c2cccc(C)c2)nc1C
[30] COc1ccc(-c2cc(C(=O)N/N=C(\C)c3cccnc3)c3cc(C)ccc3n2)cc1OC
assay / entry	25	26	27	28	29	30
miR122 inh	/	-3	8[16.7 µM]	-2	7	3
PGC1a acetyl inh	/	-7	-3	3	-12	/
C2C12 statin	12	-9	18	8	-40	1
INS-1E GSIS act	13	/	11	-3	/	3
Cneo AK release	/	-32	-1	0	-2	0
PglD DTNB	/	4	-1	-1	-3	0
CFTR F508del cor	2.9	0.0	-4.1	0.3	/	1.6
FN deposition inh	-7	2	/	4	-2	/

[31] C[C@@H]1CCCCO[C@H](CN(C)C(=O)CCCN(C)C)[C@@H](C)CN([C@@H](C)CO)C(=O)c2cc(NC(=O)c3ccccc3)ccc2O1
[32] COc1ccc(NC(=O)c2ccco2)cc1N
[33] COc1ccc(S(=O)(=O)Nc2ccc3c(c2)C(=O)N([C@H](C)CO)C[C@H](C)[C@@H](CN(C)C(=O)Nc2ccc(F)cc2)O3)cc1
[34] COc1ccc(-c2ccc(/C=N/NC(=O)c3cccnc3)o2)c([N+](=O)[O-])c1
[35] NS(=O)(=O)c1cccc(NC(=O)COC(=O)Cn2cnc3ccccc32)c1
[36] CC(=O)c1sc2nc(SCC(=O)N3CCCCC3)[nH]c(=O)c2c1C
assay / entry	31	32	33	34	35	36
miR122 inh	-4[16.7 µM]	-5	7[16.7 µM]	10	0	-4
PGC1a acetyl inh	5	2	-8	/	0	-7
C2C12 statin	37	-14	-19	-8	8	7
INS-1E GSIS act	12	/	11	-23	-4	/
Cneo AK release	/	-4	-4	15	-3	-12
PglD DTNB	/	1	2	-6	0	9
CFTR F508del cor	-4.7	/	0.2	/	0.3	/
FN deposition inh	/	1	/	/	2	/

[37] CCNC(=O)Nc1nc2ccccc2s1
[38] CN(C)CCCn1c(SCc2ccc(Cl)cc2)nnc1-c1ccncc1
[39] C[C@@H]1CN([C@@H](C)CO)C(=O)c2cccc(NC(=O)Nc3ccc(F)cc3)c2O[C@H]1CN(C)C
[40] CCC(C)[C@@H](C(=O)Nc1ccc2c(c1)OCO2)N1Cc2ccccc2C1=O (stereo partly specified)
[41] Cc1ccc(C)c(OCCC(=O)OCC(=O)NCc2ccccc2)c1
[42] COCCn1nnnc1C(c1ccc(OC)cc1)N1CCC(C)CC1 (stereo unspecified)
assay / entry	37	38	39	40	41	42
miR122 inh	/	/	4[16.7 µM]	1	/	2
PGC1a acetyl inh	-5	/	1	20	/	2
C2C12 statin	/	-4	8	1	0	7
INS-1E GSIS act	5	/	26	-8	6	/
Cneo AK release	/	2	-4	1	5	1
PglD DTNB	/	-2	1	-1	-1	1
CFTR F508del cor	-1.9	2.7	0.2	-0.5	1.3	/
FN deposition inh	4	2	5	2	-7	/

Shown as tab-separated lines: entries from further up.
No.	structure	miR122 inh	PGC1a acetyl inh	C2C12 statin	INS-1E GSIS act	Cneo AK release	PglD DTNB	CFTR F508del cor	FN deposition inh
33	COc1ccc(S(=O)(=O)Nc2ccc3c(c2)C(=O)N([C@H](C)CO)C[C@H](C)[C@@H](CN(C)C(=O)Nc2ccc(F)cc2)O3)cc1	7[16.7 µM]	-8	-19	11	-4	2	0.2	/
34	COc1ccc(-c2ccc(/C=N/NC(=O)c3cccnc3)o2)c([N+](=O)[O-])c1	10	/	-8	-23	15	-6	/	/
35	NS(=O)(=O)c1cccc(NC(=O)COC(=O)Cn2cnc3ccccc32)c1	0	0	8	-4	-3	0	0.3	2
36	CC(=O)c1sc2nc(SCC(=O)N3CCCCC3)[nH]c(=O)c2c1C	-4	-7	7	/	-12	9	/	/
37	CCNC(=O)Nc1nc2ccccc2s1	/	-5	/	5	/	/	-1.9	4
38	CN(C)CCCn1c(SCc2ccc(Cl)cc2)nnc1-c1ccncc1	/	/	-4	/	2	-2	2.7	2
39	C[C@@H]1CN([C@@H](C)CO)C(=O)c2cccc(NC(=O)Nc3ccc(F)cc3)c2O[C@H]1CN(C)C	4[16.7 µM]	1	8	26	-4	1	0.2	5
40	CCC(C)[C@@H](C(=O)Nc1ccc2c(c1)OCO2)N1Cc2ccccc2C1=O (stereo partly specified)	1	20	1	-8	1	-1	-0.5	2
41	Cc1ccc(C)c(OCCC(=O)OCC(=O)NCc2ccccc2)c1	/	/	0	6	5	-1	1.3	-7
42	COCCn1nnnc1C(c1ccc(OC)cc1)N1CCC(C)CC1 (stereo unspecified)	2	2	7	/	1	1	/	/

New compounds follow
[43] COc1ccc(CN2[C@@H]3CN(C(=O)c4ccccc4)c4ccccc4[C@@H]3[C@@H]2CO)cc1
[44] COc1ccc(OC)c(NC(=O)c2ccc(OCC(=O)N3CCOCC3)c(OC)c2)c1
[45] O=C(COC(=O)C1CCC1)Nc1cc(S(=O)(=O)N2CCCCC2)ccc1Cl
[46] C[C@H]1CN([C@@H](C)CO)C(=O)CCCn2cc(nn2)CO[C@@H]1CN(C)Cc1cccc(C(F)(F)F)c1
[47] C[C@H](NC(=O)[C@H]1[C@H](CO)[C@H]2Cn3c(cccc3=O)[C@@H]1N2C(=O)C1CC1)c1ccccc1
[48] COc1cccc(C(=O)NCc2cccnc2)c1
assay / entry	43	44	45	46	47	48
miR122 inh	20[16.7 µM]	-3	-1	4[16.7 µM]	-3[16.7 µM]	/
PGC1a acetyl inh	9	15	8	10	/	3
C2C12 statin	14	-1	3	-9	16	10
INS-1E GSIS act	8	13	-14	-7	16	-4
Cneo AK release	-4	-1	0	13	4	2
PglD DTNB	-5	-5	-1	-3	2	-4
CFTR F508del cor	-1.2	1.5	-5.1	0.2	-1.1	1.4
FN deposition inh	8	3	1	9	/	/

[49] CC(=O)C1CCC2C3C=CC4=CC(=O)CCC4(C)C3CCC12C (stereo unspecified)
[50] O=C(NCCN1CCCC1=O)C1CCC(=O)N(CCc2ccc(Cl)cc2)C1 (stereo unspecified)
[51] O=C(CNC(=S)N(Cc1ccc(F)cc1)C1CCCCC1)NCCN1CCOCC1
[52] C=CCNc1nc(-c2ccccc2)nc(-n2ccnc2)n1
[53] COc1ccc(C(O)c2nc(-c3cc(F)cc(Cl)c3)cs2)cc1 (stereo unspecified)
[54] COc1ccc(NC(=O)CSc2nnc(Cn3cnc4ccccc43)n2C)cc1
[55] COC(=O)C[C@H]1C=C[C@@H](NS(=O)(=O)c2ccccc2F)[C@H](CO)O1
assay / entry	49	50	51	52	53	54	55
miR122 inh	-4	-6	3	3	5	1	-7[16.7 µM]
PGC1a acetyl inh	2	-5	2	-11	-11	3	4
C2C12 statin	-22	4	4	-4	-18	31	6
INS-1E GSIS act	/	12	3	/	-29	/	4
Cneo AK release	-3	-1	-6	8	1	0	-2
PglD DTNB	2	1	3	3	-12	1	4
CFTR F508del cor	3.6	-3.9	-0.8	/	1.5	/	2.1
FN deposition inh	2	-4	2	-20	-1	/	-13

Source: PubChem (Broad Institute)
